GLD-1 TGE inh – GLD-1-TGE RNA interaction inhibition (C. elegans). Q17339. purified GLD-1 + fluorescein TGE RNA, fluorescence polarization. inhibition, % at 5.96 µM. 320,000 tested, 0.44% active. AID 2280;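 active means percent inhibition above a per-plate cutoff, the plate mean of test compounds plus 3 SD, cut at about 30% in these data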;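 further: 0% = DMSO wells with GLD-1 and probe and 100% = wells lacking GLD-1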
MCL1-BIM inh – inhibitors of human MCL1 binding to BIM-BH3 peptide; GST-MCL1 / FITC-Bim-BH3 fluorescence polarization; 320,000 tested, 0.68% active; AID 2057; Q07820; inhibition, % at 10.9 µM;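 active means inhibition above the mean inhibition of all tested compounds plus 3 SD, set per campaign, cut at about 40% in these data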;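 further: 0% = DMSO wells and 100% = unlabeled Bim-BH3 peptide control; higher means more loss of mP so more displacement of Bim peptide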
CR mimetic SO – yeast age-related superoxide inhibition as caloric restriction mimetic | S. cerevisiae aged cells, superoxide DHE fluorescence; active compounds read low | 330,000 tested, 0.18% active | superoxide response (% of plate mean), % at 10 µM | AID 2690;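 active means superoxide response under a set limit, about three screen SD below normal, cut at about 65% in these data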;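 further: yeast aged for seven days with compound at 30 °C before DHE staining; 100% = average MFI of all compound-treated wells on the plate with controls excluded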
ZTA DNA inh – counter-screen for EBNA-1 inhibitors: inhibitors of Epstein-Barr virus ZTA. P03206. ZTA-DNA binding, fluorescence polarization. 320,000 tested, 0.15% active. inhibition, % at 11 µM; in the data active means inhibition above about 33%
Target sequence (P03206 whole entry, looked up): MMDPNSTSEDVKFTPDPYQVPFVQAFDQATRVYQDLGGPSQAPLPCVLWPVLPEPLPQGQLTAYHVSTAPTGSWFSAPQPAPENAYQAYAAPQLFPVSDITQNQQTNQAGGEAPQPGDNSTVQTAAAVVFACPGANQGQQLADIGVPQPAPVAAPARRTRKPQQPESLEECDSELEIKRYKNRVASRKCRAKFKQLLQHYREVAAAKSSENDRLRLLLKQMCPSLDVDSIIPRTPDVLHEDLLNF
MEX-5 binding – C. elegans MEX-5 TCR-2 RNA binding activity; Q9XUB2; MEX-5/FITC-TCR2 RNA binding, fluorescence polarization; active compounds read low; 300,000 tested, 0.38% active; activity score (negative = inhibition of binding), % at 10 µM;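 active means inhibition past about -25% in most replicates, and total fluorescence under double the plate's negative control median, limit read from the data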;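 further: 0% = DMSO and -100% = 5 µM competing unlabeled TCR2 RNA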
Target sequence (Q9XUB2 whole entry, looked up): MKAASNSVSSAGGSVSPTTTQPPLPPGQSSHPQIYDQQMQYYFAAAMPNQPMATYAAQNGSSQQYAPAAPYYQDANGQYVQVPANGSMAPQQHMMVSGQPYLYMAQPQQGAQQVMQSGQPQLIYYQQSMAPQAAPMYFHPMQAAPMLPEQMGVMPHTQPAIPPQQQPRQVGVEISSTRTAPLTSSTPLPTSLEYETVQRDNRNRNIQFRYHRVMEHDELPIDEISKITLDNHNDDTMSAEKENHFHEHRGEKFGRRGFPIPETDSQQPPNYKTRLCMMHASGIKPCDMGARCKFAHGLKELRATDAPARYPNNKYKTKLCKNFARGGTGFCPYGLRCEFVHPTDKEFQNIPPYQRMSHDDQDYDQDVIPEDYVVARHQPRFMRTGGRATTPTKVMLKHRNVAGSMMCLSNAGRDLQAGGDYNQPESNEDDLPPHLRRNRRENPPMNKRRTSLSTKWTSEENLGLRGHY
Fam108B inh – counter-screen for RBBP9 inhibitors: inhibitors of mouse Fam108B. 300,000 tested, 0.33% active. AID 1947. recombinant Fam108B, FP-Rh probe fluorescence polarization. inhibition, % at 9.51 µM;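 active means inhibition above the screen mean inhibition plus 3 SD, computed separately per campaign, cut at about 18% in these data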;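 further: inhibitors lower polarization as less probe binds the enzyme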
EBNA-1 inh – blocks EBNA-1 binding to DNA; EBNA-1 DNA binding, fluorescence polarization; inhibition, % at 14.8 µM; 300,000 tested, 0.34% active; AID 1950; in the data active means inhibition above about 28%
Efflux pump mplx – antifungal efflux pump inhibition, Nile Red retention. S. cerevisiae Candida pump triplex. inhibition, % at 10 µM. 330,000 tested, 0.44% active;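 active means plate passing quality check with inhibition over a set limit, or well fluorescence over plate mean plus 4 SD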;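 further: Nile Red retained in pooled yeast measured as flow cytometry median fluorescence; 0% = buffer negative control and 100% = Enniatin B positive control; higher means more Nile Red kept so more efflux inhibition; some compounds called inactive have numbers as strong as hits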
Bcl-xL primary – Bcl-xL (human) inhibition | Q07817 | GST-Bcl-xL / FITC-Bim BH3 peptide fluorescence polarization | 320,000 tested, 0.7% active | inhibition, % at 10.9 µM;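 active means inhibition above the mean of all tested compounds plus 3 SD, cutoff set per campaign, cut at about 30% in these data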;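 further: 0% = DMSO wells and 100% = unlabeled Bim-BH3 peptide competitor; inhibitors lower millipolarization by displacing the labeled peptide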
Target sequence (Q07817 whole entry, looked up): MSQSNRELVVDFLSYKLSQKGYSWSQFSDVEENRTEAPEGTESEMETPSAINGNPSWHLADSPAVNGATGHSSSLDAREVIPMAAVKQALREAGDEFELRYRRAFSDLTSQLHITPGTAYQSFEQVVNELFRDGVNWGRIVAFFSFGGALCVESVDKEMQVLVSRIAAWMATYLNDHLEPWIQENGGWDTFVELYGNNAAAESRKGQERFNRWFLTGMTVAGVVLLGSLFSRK
* = called active by the depositor; . = no result given. Random draw from the library; any-hit rate near 2.3%.

SMILES | GLD-1 TGE inh | MCL1-BIM inh | CR mimetic SO | ZTA DNA inh | MEX-5 binding | Fam108B inh | EBNA-1 inh | Efflux pump mplx | Bcl-xL primary
CCn1c(=O)c2cc(C(=O)Nc3ccccc3OC)sc2c2ccccc21 | -2 | -1 | 129 | 6 | 0.5 | -7 | -1 | 0.1 | 6
O=C1CNc2ccc(C(=O)N3CCN(c4ccccn4)CC3)cc2N1 | -4 | -5 | 77 | 12 | 2.8 | 1 | 0 | -0.1 | 0
CN(Cc1cccs1)C(=O)c1cccc(S(=O)(=O)N2CCCCCC2)c1 | 4 | -4 | 101 | 6 | . | . | . | 0.3 | -2
C=CCNC(=S)NCc1ccccc1OC | -1 | 2 | 104 | 10 | 0.3 | -4 | 4 | -0.1 | 1
NC(=O)CSc1nnc(-c2cccs2)n1Cc1ccco1 | -5 | 0 | 112 | 10 | -1.0 | -1 | 7 | 0.0 | -3
O=C(NCc1ccco1)Nc1ccc2snnc2c1 | -3 | 1 | 91 | 2 | -1.2 | 1 | -8 | 0.1 | 0
Cc1ccc(/S(C)=N/S(=O)(=O)c2ccc(C)cc2)cc1 (centres undefined) | -1 | 7 | 95 | -16 | 3.0 | 7 | -1 | -0.1 | 10
COC(=O)C1=C(C)N(CCc2ccc(OC)cc2)C(=O)C1 | -8 | -5 | 112 | 5 | 3.0 | 2 | -10 | 0.2 | 9
CC(=O)c1c(C)[nH]c(C(=O)N2CCCCCC2)c1C | 2 | 0 | 98 | 20 | -0.7 | 1 | 8 | -0.2 | 2
O=C(c1ccc2c(c1)OCCCO2)c1cccs1 | 2 | 5 | 90 | 2 | 1.3 | -4 | 9 | 0.0 | 3
O=C(COc1ccccc1[N+](=O)[O-])N/N=C/c1ccc(O)cc1 | -1 | 5 | 99 | -3 | 2.6 | 3 | -4 | 0.8 | 2
CC1CN(C(=O)c2cc(-c3ccc(Cl)s3)nc3ccccc23)CC(C)O1 (centres undefined) | 3 | 6 | 109 | -9 | -2.4 | 0 | -16 | 0.2 | 6
CC(C)C(C)(C#N)NC(=O)CSc1nc(C2CCCCC2)n(-c2ccccc2)n1 (centres undefined) | 0 | 4 | 104 | 0 | 1.9 | -1 | 2 | -0.3 | 1
CCN1CCN(C(=S)c2ccc(-c3ccccc3)cc2)CC1 | 2 | 7 | 95 | 6 | -0.5 | 0 | -10 | 0.0 | 7
N/C(=N\OC(=O)c1cc([N+](=O)[O-])ccc1Cl)c1cccnc1 | 5 | -4 | 101 | -6 | . | 2 | -4 | -0.1 | 1
O=C(NC(=S)N1CCN(Cc2ccc3c(c2)OCO3)CC1)c1cccc(Br)c1 | 6 | 6 | 99 | -1 | 3.0 | 0 | 2 | -0.1 | 3
CC(/C=C/c1ccco1)=N\NC(=O)C(O)c1ccccc1 (centres undefined) | 0 | 9 | 102 | 14 | -1.4 | 4 | 4 | 0.0 | 8
CC(C)CCNC(=O)c1cnn2c(C(F)(F)F)cc(-c3ccco3)nc12 | -2 | 7 | 93 | -26 | 1.8 | 4 | -6 | 0.0 | 3
COc1ccc2oc(C(=O)NCC(Cc3ccccc3)N(C)C)c(C)c2c1 (centres undefined) | -5 | 7 | 134 | 2 | 0.6 | -1 | -17 | 0.5 | 0
COc1ccc(-n2cc(CNCCCn3ccnc3)c(-c3ccccc3Cl)n2)cc1 | 8 | 11 | 108 | -2 | 0.1 | 0 | 10 | 0.0 | 6
C=CCNC(=O)CN1CCC(NC(=O)c2ccco2)CC1 | 4 | -1 | 80 | 1 | 0.9 | -2 | -3 | -0.1 | 7
CC1(c2ccc(Cl)cc2)NC(=O)N(CC(=O)Nc2cccnc2Cl)C1=O (centres undefined) | 7 | 8 | 101 | 15 | 0.9 | -2 | 1 | 0.1 | 6
Cc1oc(C(C)(C)C)cc1C(N)=O | 4 | -2 | 91 | 9 | 0.1 | -2 | 2 | -0.1 | 3
CSc1nc2ccc(NC(=O)c3ccc(=O)n(C)n3)cc2s1 | 4 | -22 | 90 | -11 | 0.9 | -1 | -6 | 0.1 | -5
CN1CCN(C(=O)c2sc(=S)n(-c3ccccc3)c2N)CC1 | 0 | 2 | 99 | -4 | -5.3 | -2 | -2 | 0.2 | 5
O=C(/C=C/c1ccc(Br)cc1)NCc1cccs1 | 3 | 6 | 93 | -1 | 1.2 | -6 | 1 | -0.3 | 4
CCOC(=O)C1CCN(C(=S)Nc2ccccc2)CC1 | 0 | 2 | 107 | -10 | 1.3 | 0 | 14 | -0.1 | 2
Cc1cc(O)ccc1NS(=O)(=O)c1ccc2c3c(cccc13)C(=O)N2 | 4 | -4 | 100 | -4 | 0.7 | -3 | 11 | 0.1 | 3
C[C@@H](NC(=O)Cn1ccc(NC(=O)OCc2ccccc2)nc1=O)c1cccc2ccccc12 | 21 | -1 | 112 | 7 | . | . | . | 1.2 | -4
Cc1cc(Br)ccc1OCCNCc1ccccc1 | -2 | 10 | 110 | 7 | 0.7 | 3 | -3 | 0.0 | 3
Nc1ccc(Oc2c(Cl)cccc2Cl)nc1 | 8 | 3 | 114 | 0 | 1.4 | 2 | -9 | 0.0 | 3
CCc1nnc(NC(=O)c2ccc(OCc3c(C)noc3C)c(OC)c2)s1 | 6 | 1 | 115 | -21 | 0.7 | 2 | 1 | 0.0 | 0
O=C1c2ccccc2C(=O)N1CCc1nc(-c2cccnc2)no1 | 1 | -2 | 83 | 0 | -0.1 | 2 | -2 | 0.0 | 3
COc1c(Cl)cc(Br)c(OC)c1C(=O)NC(=O)Nc1nc(C)cc(C)n1 | 0 | 0 | 115 | 16 | 0.0 | 2 | 13 | -0.2 | -3
O=C(COC(=O)c1ccc2ncsc2c1)Nc1ccc(Cl)cc1 | 4 | -4 | 129 | -4 | . | . | . | 0.3 | -3
COCCCn1c(=O)c2sccc2n2c(CCCC(=O)NCc3ccc(F)cc3)nnc12 | 8 | -1 | 81 | 14 | 2.5 | -2 | -2 | -0.2 | 2
CCOc1ccc(CCNC(=O)C2CCN(C(=O)N(C)C)CC2)cc1OCC | 5 | 3 | 96 | -18 | 0.7 | -3 | 0 | 0.0 | 5
NC(=O)c1ccc(NC(=O)CSc2nnc(-c3cccnc3)n2Cc2ccco2)cc1 | 0 | 5 | 126 | -2 | -0.3 | 0 | 3 | 0.2 | 11
COc1ccc(Cl)cc1NC(=O)C(=O)NC1CCCCCC1 | 1 | -2 | 97 | -1 | -0.4 | -2 | 1 | -0.3 | -1
COc1ccc2[nH]c(=O)c(C(=O)O)cc2c1 | 1 | 5 | 98 | 14 | 0.0 | 3 | 5 | 0.1 | 6
S=C(Nc1ccccc1)N1CCc2ccccc21 | 2 | 1 | 95 | -5 | -2.1 | -1 | -10 | 0.2 | 2
Cc1c(C(=O)Cc2ccccc2)n(C)c2ccccc12 | 2 | 4 | 88 | -14 | 1.2 | -1 | -2 | 0.1 | 1
CC(=O)c1ccc(N(C)C)cc1 | -3 | 0 | 99 | 4 | -1.0 | -2 | -3 | -0.1 | 5
CCOc1cc(S(=O)(=O)n2ccnc2)ccc1Cl | -4 | -2 | 94 | 22 | 2.2 | 0 | 3 | 0.2 | 2
COc1ccc(-n2ccnc(SCC(=O)NCc3ccccc3Cl)c2=O)cc1 | 4 | 9 | 88 | 0 | -2.7 | -1 | -10 | 0.8 | 4

An excerpt of these results, tab-delimited:
structure	GLD-1 TGE inh	MCL1-BIM inh	CR mimetic SO	ZTA DNA inh	MEX-5 binding	Fam108B inh	EBNA-1 inh	Efflux pump mplx	Bcl-xL primary
CCOc1ccc(CCNC(=O)C2CCN(C(=O)N(C)C)CC2)cc1OCC	5	3	96	-18	0.7	-3	0	0.0	5
NC(=O)c1ccc(NC(=O)CSc2nnc(-c3cccnc3)n2Cc2ccco2)cc1	0	5	126	-2	-0.3	0	3	0.2	11
COc1ccc(Cl)cc1NC(=O)C(=O)NC1CCCCCC1	1	-2	97	-1	-0.4	-2	1	-0.3	-1

(list continues)
SMILES | GLD-1 TGE inh | MCL1-BIM inh | CR mimetic SO | ZTA DNA inh | MEX-5 binding | Fam108B inh | EBNA-1 inh | Efflux pump mplx | Bcl-xL primary
CC(C)Cc1nnc(NC(=O)C2CCN(C(=O)c3ccc(F)cc3)CC2)s1 | 1 | 3 | 101 | -7 | -4.0 | -2 | -12 | 0.2 | 4
Cc1ccc(S(=O)(=O)NCC(c2ccc3c(c2)OCO3)N2CCN(c3ccccc3)CC2)cc1 (centres undefined) | 7 | -4 | 93 | 10 | 2.2 | -2 | 11 | -0.1 | 2
Cc1ccn(CCNC(=O)C2CCC(=O)N(CCc3ccc(Cl)cc3)C2)n1 (centres undefined) | 2 | 7 | 102 | 13 | 2.3 | -1 | 2 | -0.1 | 3
Cc1ccc(/C=N/NC(=O)c2ccc3nc[nH]c3c2)o1 | 5 | 9 | 106 | -1 | -0.4 | 3 | -2 | 0.1 | 7
COc1cc(NC(=O)C/C(C)=N/NC(=O)C2CCCCC2)c(OC)cc1Cl | 2 | 8 | 102 | 6 | 0.0 | 0 | -4 | 0.0 | 6
CCC(C)N1CCNCC1 (centres undefined) | -4 | -18 | 98 | -2 | -2.1 | 5 | -5 | 0.0 | -6
Cc1ccc2c(c1)C(c1ccccc1)N(C(=O)c1ccc(Br)o1)CC(=O)N2 (centres undefined) | -1 | 2 | 109 | 11 | 0.9 | -2 | -2 | -0.1 | 4
Cc1ccc(C2(C)NC(=O)N(CC(=O)Nc3ccccc3C(=O)N3CCCCC3)C2=O)cc1 (centres undefined) | 4 | -4 | 86 | 14 | -0.4 | -3 | -1 | 0.0 | 0
NS(=O)(=O)c1ccc(CNC(=S)Nc2ccc(Cl)c(Cl)c2)cc1 | 10 | 0 | 100 | -11 | 1.2 | -5 | -4 | -0.1 | 7
CC(C)Cc1nnc(NC(=O)CN2C(=O)NC3(CC(C)CC(C)(C)C3)C2=O)s1 (centres undefined) | 1 | -7 | 81 | -11 | 1.7 | 2 | 8 | -0.1 | 0
CCOC(=O)c1c(N)sc2c(OC)c(Br)ccc12 | 4 | -9 | 86 | -27 | 2.8 | 4 | -8 | 0.0 | -1
CC(C)=CCN1CCN(C/C(Cl)=C/c2ccccc2)CC1CCO (centres undefined) | -8 | 4 | 76 | 0 | -1.9 | 4 | -1 | 0.0 | 4
O=Cc1ccc(OCc2ccc3ccccc3c2)cc1 | -5 | -1 | 105 | -9 | -2.8 | 0 | -10 | 0.2 | 0
O=C1NC(=O)/C(=C\c2ccccc2OCc2cccc([N+](=O)[O-])c2)N1 | 13 | 10 | 94 | 6 | -2.4 | 2 | 0 | -0.1 | 5
CC(C)n1cc(-c2ccc(Cl)cc2)cc(C#N)c1=O | -2 | 3 | 108 | 7 | 0.1 | -2 | -5 | 0.1 | 1
O=C(Nc1ccc(Nc2ccncc2)cc1)c1ccc([N+](=O)[O-])cc1 | -5 | 6 | 97 | -6 | -6.2 | 3 | 1 | -0.1 | 4
CC(=O)NC(CC(=O)NCCOc1ccccc1F)c1ccccc1 (centres undefined) | 3 | -23 | 100 | -1 | -0.9 | 0 | 15 | -0.1 | -7
CCOC(=O)/C(C#N)=C\c1ccc(OC)c(OC)c1 | 6 | 2 | 83 | -12 | 2.5 | 0 | 3 | -0.2 | 6
CC(=O)NC1=NN(C(C)=O)C(c2ccco2)S1 (centres undefined) | 7 | 7 | 104 | 2 | -0.6 | -1 | -1 | 0.1 | 13
O=C(O)c1cccc2c1C(=O)N(CC1CCCO1)C2 (centres undefined) | -2 | -3 | 84 | -2 | -0.2 | -2 | -16 | 0.1 | 1
CCOc1ccc(N2CC(C(=O)NNC(=O)c3ccc(Br)cc3)CC2=O)cc1 (centres undefined) | -7 | -3 | 117 | -4 | -1.5 | 10 | 5 | 0.0 | -4

Screening data deposited in PubChem BioAssay by several laboratories.
